Bioassay records: PubChem BioAssay, National Center for Advancing Translational Sciences (NCATS)
POLI inh = inhibitors of human DNA polymerase iota. Q9UNA4. Potency, µM (top dose mostly 115 µM), without a hit: top-dose activity, negative = inhibition, hits mostly inhibitors. Pol iota fluorescent replication assay, 10 min. 1% of 390,000 active. AID 588590
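Pol iota at 10 nM preincubated 15 min with compounds at room temperature; reaction started with fluorescent substrate, 50 nM final. Fluorescence read kinetically at 0 and 10 min; buffer-only wells as negative control.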
BLM inh = blocks DNA unwinding by human BLM helicase; P54132; recombinant BLM DNA unwinding, fluorescence dequenching; Potency, µM (highest dose often 56.1 µM), for the others: top-dose activity change, negative = inhibition, hits mostly inhibitors; 0.2% of 350,000 active;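 note: plate controls were vehicle for no effect and no enzyme for full effect; nearly all actives have a fitted effect of over 35% in size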
POLH inh = blocks human DNA polymerase eta activity; Q9Y253; recombinant Pol eta, fluorescent DNA replication assay; Potency, µM (titrated, usually from 114 µM), for the others: top-dose activity change, negative = inhibition, usual class: inhibitors; 1.2% of 390,000 active; AID 588591; note: % is set by controls: 0 for no effect and ±100 for the full control effect
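Fluorescent replication assay: 50 nM final substrate added after a 15 min room-temperature compound preincubation with 10 nM enzyme. Signal taken at 0 min and again at 10 min.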
BAZ2B inh = blocks human BAZ2B. 4.4% of 360,000 active. AlphaScreen BAZ2B-H3K14Ac peptide displacement. Q9UIF8. Potency, µM (top dose mostly 114 µM), for the others: top-dose activity change, negative = inhibition, most hits filed as inhibitors; note: % is set by controls: 0 for no effect and ±100 for the full control effect; nearly all actives have a fitted effect of over 60% in size
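In this displacement format the biotinylated H3(5-23) peptide acetylated at Lys14 serves as ligand at 50 nM, with BAZ2B at 50 nM in PBS pH 7.4 containing 0.01% Tween-20. Donor and acceptor beads are 10 ug/mL final.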
POLK inh = DNA polymerase kappa (human) inhibition | purified Pol kappa, fluorescent DNA synthesis assay, 10 min | Q9UBT6 | 0.53% of 400,000 active | Potency, µM (series often up to 107 µM), for inactives: at the top dose activity, negative = inhibition, actives largely listed as inhibitors | AID 588579; note: % is set by controls: 0 for no effect and ±100 for the full control effect
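Inhibition of 10 nM Pol kappa is measured by a fluorescent read-out at 0 and 10 min following addition of 50 nM substrate (final), with a 15-min room-temperature compound preincubation.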
G9a block = G9a (human) methyltransferase inhibition. G9a H3K9 monomethylation, AlphaScreen, 2 h. Potency, µM (highest dose often 102 µM), for the others: at the highest dose activity, negative = inhibition, hits mostly inhibitors. 8.8% of 350,000 active. AID 504332; note: % is set by controls: 0 for no effect and ±100 for the full control effect; nearly all actives have a fitted effect of over 75% in size
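Using a bead-based AlphaScreen, monomethylated H3K9 product from 2 h room-temperature reactions (G9a 20 nM, peptide 500 nM, SAM 20 uM) was detected with 0.5 ug/mL rabbit anti-H3K9me1 antibody.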
Pol beta inh = blocks human DNA polymerase beta activity; P06746; Pol beta primer extension/strand displacement, fluorescence kinetic; Potency, µM (series often up to 114 µM), inactives show top-dose activity change, negative = inhibition, hits mostly inhibitors; 1.3% of 340,000 active; AID 485314; note: % is set by controls: 0 for no effect and ±100 for the full control effect
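Enzyme-only controls used 10 nM Pol beta; buffer lacking enzyme served as negative control. Compound preincubated 15 min, then 50 nM substrate added; 0 and 10 min reads at room temperature.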
Anesthetic bind = candidate novel general anesthetic via apoferritin binding; Potency, µM (series often up to 77.5 µM), inactives show at the top dose activity change, negative = displacement, usual class: inhibitors; AID 485281; P02791; 0.074% of 350,000 active; apoferritin/1-aminoanthracene competitive binding, fluorescence; note: % is set by controls: 0 for no effect and ±100 for the full control effect; nearly all actives have a fitted effect of over 20% in size
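Probe: 1-aminoanthracene (50% saturated, PBS). Protein: horse-spleen apoferritin, 10 uM. Incubation: 10 min, room temperature. Detection: 380 nm excitation, 535 nm emission. Analysis: normalized response, four-parameter Hill.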
APEX1 inh = inhibitors of human APE1 endonuclease; P27695; Potency, µM (series often up to 65.8 µM), without a hit: at the highest dose activity change, negative = inhibition, actives largely listed as inhibitors; AID 2517; recombinant APE1, TAMRA/BHQ-2 abasic DNA cleavage fluorescence; 0.35% of 350,000 active;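 note: plate controls were vehicle for no effect and reference inhibitor for full effect; nearly all actives have a fitted effect of over 55% in size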
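Substrate: short duplex with […] THF abasic site, 5'-TAMRA and 3'-BHQ-2, 50 nM final. APE1 at 0.75 nM, preincubated 15 min RT with compound. Fluorescence increase from first to third read measured activity.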
* = called active by the depositor; & = joins results of further samples; [ ] = another dose, or the depositor's remark. Calls come from the whole dose curve; as a rule, active = well fitted curve in the direction sought with a large enough effect; inconclusive = small, poorly fitted or top-dose-only effect, or another doubt; inactive = no such curve, though single readings can be large; an effect the other way counts as inactive or inconclusive. Potency is the fitted concentration of half-maximal effect.

Screening COc1ccccc1N1CCN(C(=O)c2cnn(-c3ccc(C)c(C)c3)c2C2CCN(C(=O)OC(C)(C)C)CC2)CC1 returned POLI inh 8%, BLM inh -4%, POLH inh -24%, BAZ2B inh -22%[57.1 µM], POLK inh -3%, G9a block inconclusive, Pol beta inh -12% and Anesthetic bind inconclusive.
`CCC(C)c1ccc(OCC(=O)Nc2ccc(-c3nc4ncccc4o3)cc2)cc1` (stereo unspecified) gave POLI inh 26%, BLM inh -2%, POLH inh -3%, BAZ2B inh -12%, POLK inh -4%, G9a block -7%[59 µM], Pol beta inh inconclusive and Anesthetic bind 5%.
`Cc1cccc(C)c1NC(=O)CN1C(=O)COc2ccccc21` gave POLI inh 130%[activator], BLM inh -2%, POLH inh -12%, BAZ2B inh -29%, POLK inh -4%, G9a block -10%, Pol beta inh 13%, Anesthetic bind -4% and APEX1 inh 30%.
`COc1ccccc1/C=N/Nc1nccnc1Cl` gave POLI inh -3%, BLM inh 0%, POLH inh 1%, BAZ2B inh inconclusive, POLK inh -1%, G9a block inconclusive, Pol beta inh 9%, Anesthetic bind -11% and APEX1 inh 12%.
For CC(C)c1ccc(NC(=O)CSc2n[nH]c(=O)n2-c2cccnc2)cc1 the results were POLI inh 37%[activator], BLM inh -1%, POLH inh -3%, BAZ2B inh -6%, POLK inh -5%, G9a block inconclusive, Pol beta inh 24%, Anesthetic bind -16% and APEX1 inh -13%.
For CC1CCc2sc(C(=O)Nc3ccc(N4CCOCC4)cc3)cc2C1 (stereo unspecified) the results were POLI inh 5%, BLM inh -10%, POLH inh -14%, BAZ2B inh inconclusive, POLK inh -19%, G9a block 32µM*, Pol beta inh 3%, Anesthetic bind inconclusive and APEX1 inh 4%.
COc1ccc(OC)c(CNc2sc3c(c2C(=O)Nc2cc(OC)ccc2OC)CCCC3)c1 was read as POLI inh 0%, BLM inh -8%, POLH inh -7%, BAZ2B inh 22µM*, POLK inh -18%[60.1 µM], G9a block 11µM*, Pol beta inh -7% and Anesthetic bind 7%.
CO/N=C/C(C(C)=O)C(=O)Nc1ccc(Cl)cc1Cl (stereo unspecified) was read as POLI inh 21%, BLM inh -10%, POLH inh -25%, BAZ2B inh -22%, POLK inh -2%, G9a block 5%[59 µM], Pol beta inh -3%, Anesthetic bind -5% and APEX1 inh 3%.
Screening CCCOC(=O)N[C@@H]1C(=O)N2C(C(=O)OCCC)=C(C)CS[C@H]12 returned POLI inh 14%&-5%, BLM inh 0%, POLH inh -13%, BAZ2B inh 12%, POLK inh 17%&-7%, Pol beta inh 67%, Anesthetic bind 0% and APEX1 inh -2%.
For CN(c1ccc(C(=O)NCCCn2ccnc2)cc1)S(C)(=O)=O the results were POLI inh 4%, BLM inh -3%, POLH inh -6%, BAZ2B inh inconclusive, POLK inh 5%, G9a block 18%, Pol beta inh 14%, Anesthetic bind 10% and APEX1 inh 21%.
CCc1cc2cccc(C)c2nc1SCC(=O)Nc1nonc1C was read as POLI inh -5%, BLM inh -3%, POLH inh -1%, BAZ2B inh 5%, POLK inh 2%, G9a block 8%, Pol beta inh 27%, Anesthetic bind -8% and APEX1 inh 0%.
`C/C(=N\O)c1cccc(Br)c1` gave POLI inh -18%, BLM inh -4%, POLH inh 7%, BAZ2B inh -1%, POLK inh -9%, G9a block 21%, Pol beta inh 4%, Anesthetic bind -18% and APEX1 inh -2%.
COc1cccc(/C=N/NC(=O)c2ccc3nc[nH]c3c2)c1 was read as POLI inh -23%, BLM inh -4%, POLH inh 5%, BAZ2B inh -16%, POLK inh -4%, G9a block 13%, Pol beta inh inconclusive, Anesthetic bind -1% and APEX1 inh -4%.
For COc1ccc(Cl)cc1C(=O)Nc1ccc2oc(-c3ccc(C(C)(C)C)cc3)nc2c1 the results were POLI inh 30%, BLM inh -1%, BAZ2B inh 2%, POLK inh -21%, G9a block 2%[59 µM], Pol beta inh 3% and Anesthetic bind -7%.
`CCCNC(=O)C(Cc1ccc(Cl)cc1)NC(=O)c1ccc(-c2ccccc2)cc1` (stereo unspecified) gave POLI inh 5%, POLH inh -10%, BAZ2B inh 5%, POLK inh 17%, G9a block -7%[2.33 µM] and APEX1 inh 0%.
Cc1cc(C(=O)NCC(c2ccco2)N2CCCC2)c2ccccc2n1 (stereo unspecified) was read as POLI inh 25%, POLH inh -16%, BAZ2B inh 11%, POLK inh -9%, G9a block 3%[59 µM] and APEX1 inh -2%.
For COc1ccccc1CNC(=O)C(=O)c1cn(CC(=O)N2CCCC2)c2ccccc12 the results were POLI inh -5%, BLM inh -3%, POLH inh 1%, BAZ2B inh -23%, POLK inh -12%, G9a block 23%, Pol beta inh -1%, Anesthetic bind -22% and APEX1 inh 25%.
For Cc1ccccc1CNC(=O)CCS(=O)(=O)c1cc2c3c(c1)CCN3C(=O)CC2 the results were POLI inh inconclusive, BLM inh -2%, POLH inh inconclusive, BAZ2B inh 3%, POLK inh -20%, G9a block -7%[59 µM], Pol beta inh 1% and Anesthetic bind -6%.
Screening CCCCC(=O)Nc1nc2c(OC)cc([N+](=O)[O-])cc2s1 returned POLI inh -25%, BLM inh -3%, POLH inh 12%, BAZ2B inh -12%, POLK inh -15%, G9a block 0%, Pol beta inh 6%, Anesthetic bind -15% and APEX1 inh -2%.
Cc1cc(C)c(S(=O)(=O)N(C)CC(N)=O)c(C)c1 was read as POLI inh 18%, BLM inh -10%, POLH inh -4%, BAZ2B inh 48%[activator], POLK inh -3%, G9a block -4%[12.7 µM], Pol beta inh 0%, Anesthetic bind 36%[activator] and APEX1 inh 5%.
For Fc1ccc(N2CCN(Cc3cnc(Oc4ccc(Br)cc4)s3)CC2)cc1 the results were POLI inh 6%, BLM inh -8%, POLH inh 6%, BAZ2B inh -10%, POLK inh -5%, G9a block inconclusive, Pol beta inh -19%, Anesthetic bind -7% and APEX1 inh 15%.
Screening Cc1ccc(N(Cc2cc3ccc(C)cc3[nH]c2=O)S(=O)(=O)c2ccccc2)cc1 returned POLI inh 34%, BLM inh -8%, POLH inh -5%, BAZ2B inh -20%, POLK inh -4%, G9a block 15%, Pol beta inh 21%, Anesthetic bind -4% and APEX1 inh 12%.
For Cc1ccc([N+](=O)[O-])cc1-c1[nH]c(-c2ccc(O)c(O)c2)nc1-c1ccccc1 the results were POLI inh 0%, BLM inh -13%, POLH inh -6%, BAZ2B inh 28µM*, POLK inh -16%, G9a block inconclusive, Pol beta inh -28%, Anesthetic bind inconclusive and APEX1 inh -6%.
Screening CC(C)(C)c1ccc(S(=O)(=O)N2CCNC(=O)C2)cc1 returned POLI inh 7%, POLH inh -24%, POLK inh 5% and APEX1 inh -3%.

3 entries picked at random from the list so far:
For Cc1ccccc1CNC(=O)CCS(=O)(=O)c1cc2c3c(c1)CCN3C(=O)CC2 the results were POLI inh inconclusive, BLM inh -2%, POLH inh inconclusive, BAZ2B inh 3%, POLK inh -20%, G9a block -7%[59 µM], Pol beta inh 1% and Anesthetic bind -6%.
Screening CC(C)(C)c1ccc(S(=O)(=O)N2CCNC(=O)C2)cc1 returned POLI inh 7%, POLH inh -24%, POLK inh 5% and APEX1 inh -3%.
For Cc1ccc([N+](=O)[O-])cc1-c1[nH]c(-c2ccc(O)c(O)c2)nc1-c1ccccc1 the results were POLI inh 0%, BLM inh -13%, POLH inh -6%, BAZ2B inh 28µM*, POLK inh -16%, G9a block inconclusive, Pol beta inh -28%, Anesthetic bind inconclusive and APEX1 inh -6%.

(continued)
`Cc1ccc(S(=O)(=O)N(CC(=O)N2CCOCC2)C2CCCCC2)cc1` gave POLI inh 1%, BLM inh 1%, POLH inh -17%, BAZ2B inh 1%, POLK inh -9%, G9a block 19%[12.7 µM], Pol beta inh 3%, Anesthetic bind -6% and APEX1 inh -2%.
CCCCc1c(C)nn(-c2nnc3c4ccccc4n(CC)c3n2)c1C was read as POLI inh inconclusive, BLM inh -8%, POLH inh -8%, BAZ2B inh -29%, POLK inh -7%, G9a block 0%, Pol beta inh inconclusive, Anesthetic bind inconclusive and APEX1 inh -7%.
For Nc1nonc1-n1nnc(C(=O)N/N=C/c2ccc(Br)cc2)c1-c1ccc2c(c1)OCO2 the results were POLI inh 9%, BLM inh 1%, POLH inh 2%, BAZ2B inh 0%, POLK inh 2%, G9a block 53%[activator], Pol beta inh 0%, Anesthetic bind -15% and APEX1 inh -5%.
For COc1cccc(-c2cncnc2NCCc2c[nH]c3ccc(OC)cc23)c1 the results were BLM inh 0%, POLK inh -16%[60.1 µM], G9a block -1%[0.501 µM] and APEX1 inh 4%.
CC(=O)c1ccc(S(=O)(=O)N2CCN(C(C)=O)CC2)cc1 was read as POLI inh 110%[activator], BLM inh -2%, POLH inh 22µM*, BAZ2B inh 3%, POLK inh -14%, G9a block 5%, Pol beta inh -29%, Anesthetic bind -10% and APEX1 inh 0%.
Screening N#Cc1ccc(CN2CC[C@@]3(CCCN(C(=O)c4cccc(F)c4)C3)C2)cc1 returned BLM inh -4%, POLK inh 10%[60.1 µM], G9a block 5%[12.7 µM] and APEX1 inh 14%.

Only part of the results is shown, so the mix of outcomes need not match the whole.
